SIRT5 inh: SIRT5 desuccinylase inhibitors, primary screen, biochemical, fluorescence imaging, single point, set 5; NAD-dependent protein deacylase sirtuin-5, mitochondrial (Homo sapiens), Q9NXA8; Purified SirT5, succinyl-peptide AMC, trypsin-coupled fluorescence; inhibition, % at 15 µM; 330,000 compounds, 1.1% hits; AID 652115, 2013; in the data active = inhibition above about 15%
Target sequence (Q9NXA8 whole entry, looked up): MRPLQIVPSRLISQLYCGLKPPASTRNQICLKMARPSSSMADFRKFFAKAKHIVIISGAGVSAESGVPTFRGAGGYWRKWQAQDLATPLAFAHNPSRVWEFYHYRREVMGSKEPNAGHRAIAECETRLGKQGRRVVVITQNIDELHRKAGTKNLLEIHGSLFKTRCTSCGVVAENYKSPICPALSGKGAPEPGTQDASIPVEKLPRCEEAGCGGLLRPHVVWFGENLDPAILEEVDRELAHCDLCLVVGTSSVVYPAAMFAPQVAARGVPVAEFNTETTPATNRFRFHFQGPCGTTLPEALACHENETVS
LGR2 inh: inhibitors of bursicon-induced LGR2 CRE-luciferase signal, primary screen, cell-based, HEK293, CRE-luciferase reporter, bursicon stimulation; bursicon-stimulated, 4 h; inhibition, % at 9.99 µM; 380,000 compounds, 0.35% hits;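 active = drop in luminescence signal, shown as inhibition above about 50% in the replicate tests, limit read from the data, passing the limit was not always enough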;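 also: agonist challenge used bursicon conditioned medium at about half maximal strength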
Statin myotox sup: suppressors of statin myotoxicity in C2C12 myotubes, primary screen, cell-based, single point, plate reader; C2C12 myotubes + simvastatin, ATP luminescence, 48 h; scaled: DMSO 0, geranylgeraniol control 100; rescue of ATP level, % at 7.49 µM; 330,000 compounds, 0.78% hits;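 active = mean ATP rescue above about 67%, or every replicate alone reaching that limit, limit read from the data, passing the limit was not always enough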;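 also: myotubes were challenged with 10 µM simvastatin during compound exposure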
Cneo AK release: Cryptococcus neoformans cell lysis inducers, primary screen, AK release luminescence, single concentration; AID 651654, 2012; C. neoformans lysis, adenylate kinase release luminescence, 4 h; normalised: neutral wells 0, clomiphene wells 100; 360,000 compounds, 0.2% hits; lysis activity, % at 15 µM;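 active = mean lysis activity across replicates of at least 80%, whatever share of replicates individually reach that level; inactive = mean lysis activity below 80%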
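Material – log-phase Cryptococcus neoformans yeast cells · Input – 5 × 10^6 yeast cells/mL · Medium – fresh YPD growth medium · Doses – single compound concentration per well · Timing – static 4 h at 37 °C with compound, 1 h detection · Detection – adenylate kinase release luminescence · Read-out – signal increase indicating cell lysis · Control set – Clomiphene as positive lysis control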
ERAP1 inh: human ERAP1 aminopeptidase inhibitors, primary screen, biochemical, single point, plate reader; Endoplasmic reticulum aminopeptidase 1 (Homo sapiens), Q9NZ08; recombinant ERAP1, Leu-AMC fluorescence, 60 min; inhibition, % at 10.7 µM; 340,000 compounds, 0.15% hits; AID 652197, 2013;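 active = mean replicate inhibition of at least 30%, or all replicates individually reaching that 30% level; inactive = mean below 30% and not every replicate reaching it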;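 also: 0% = neutral control wells and 100% = L-leucinethiol positive control wells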
S100A4 inh HTS: inhibitors of S100A4-myosin IIA peptide binding, primary screen, biochemical, fluorescence polarization, TAMRA-MyoIIA peptide | Protein S100-A4 (Homo sapiens), P26447 | inhibition, % at 10.7 µM | 360,000 compounds, 0.14% hits;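 active = mean inhibition of at least 70% across replicates, with every replicate also reaching that level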
Target sequence (P26447 whole entry, looked up): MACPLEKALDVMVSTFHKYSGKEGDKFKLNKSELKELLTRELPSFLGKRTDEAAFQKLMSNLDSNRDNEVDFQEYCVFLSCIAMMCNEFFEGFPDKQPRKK
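incubation = readout 5 min after mixing, signal stable up to 60 min | system = S100A4 monomer protein | buffer or medium = HEPES pH 7.2 with CaCl2, KCl, NaCl, DTT, Triton | benchmarks = neutral control DMSO, positive control TFP | also added = fluorescent myosin IIA peptide, 5 nM | compound dosing = one concentration per compound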
XiGFP reactiv: activators of inactive X chromosome reactivation, primary screen, imaging, XiGFP fibroblasts, GFP high-content imaging, set 2; XiGFP mouse fibroblasts, % GFP-positive cells imaging, 3 d; cells co-treated with 5-aza-dC sensitizer; scaled so ellipticine positive control = 100%; activation, % at 7.58 µM; 360,000 compounds, 0.055% hits; AID 743238, 2013;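 active = mean normalized replicate activation at least 10% and every replicate at or above 10%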;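 also: 0% = median of on-plate neutral control wells and 100% = ellipticine 6 µM median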
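Material: SV40-immortalized XiGFP fibroblast cells, line 68-5-11 | Buffer or medium: DMEM containing 5-aza-dC | Dosing: One concentration, pinned | Times: 3 d treatment, 15 min room-temperature fixation | Controls: Ellipticine 6 µM positive control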
PGC1a acetyl inh: inhibitors of PGC1a acetylation signal, primary screen, cell-based, U2OS, AlphaScreen, inhibitor mode; AlphaScreen anti-acetyl-lysine; with virally co-expressed GCN5 acetyltransferase; inhibition, % at 15.6 µM; 350,000 compounds, 0.17% hits; AID 651687, 2012;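 active = every replicate shows inhibition of at least 40%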;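 also: 0% = neutral control wells and 100% = positive control wells; some results beyond the cut were filed as inactive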
Starred values were filed as active, the others as inactive; x = no result given; & = joins results of further samples. Not all compounds are listed, so the mix of outcomes need not match the whole.

SMILES | SIRT5 inh | LGR2 inh | Statin myotox sup | Cneo AK release | ERAP1 inh | S100A4 inh HTS | XiGFP reactiv | PGC1a acetyl inh
CCN1C[C@@H]2[C@@H]3C(=O)N(Cc4ccccc4)C(=O)[C@@H]3[C@](C)(C1=O)N2C(=O)c1ccccc1 | x | 2 | 4 | -1 | 1 | -3 | 0.0 | x
CC(=O)N(C)Cc1ccc(C(=O)CCl)cc1 | -4 | -10 | x | x | 6 | -2 | 0.4 | x
CCOC(=O)CSc1n[nH]c(NC(C)=O)n1 | -7 | -23 | x | x | -3 | 2 | 0.1 | x
COc1ccc(S(=O)(=O)Nc2ccc3c(c2)C(=O)N([C@@H](C)CO)C[C@@H](C)[C@H](CN(C)Cc2ccc4c(c2)OCO4)O3)cc1 | -4 | 10 | 17 | -2 | 3 | 2 | 0.0 | -2
Cc1ccc(-c2cnc3c(c2)C(=O)N([C@H](C)CO)C[C@@H](C)[C@@H](CN(C)Cc2ccccc2F)O3)cc1 | -2 | -10 | -9 | 8 | -2 | -5 | 0.0 | 3
CCOc1ccc(N(CC(=O)N/N=C/c2cc(Br)c(C)o2)S(C)(=O)=O)cc1 | 0 | 1 | 0 | x | 0 | 0 | 0.0 | -1
CO[C@H]1CN(C)C(=O)c2ccc(NC(=O)c3cnccn3)cc2OC[C@H](C)N(CCc2ccccc2)C[C@@H]1C | 2 | -8 | -3 | 50 | -1 | 25 | 0.5 | -17
CCC1(c2ccc(Cl)cc2)NC(=O)N(CC(=O)NC2CCCC(C)C2C)C1=O (stereo unspecified) | -4 | -1 | 9 | 1 | -3 | -2 | 0.3 | x
COc1ccc(NC(=O)N2CCCCN3[C@H](CO)[C@@H](c4ccc(C5=CCCC5)cc4)[C@@H]3C2)cc1 | 4 | x | x | 0 | 4 | 4 | x | -13
COc1cccc(-c2cnc(C(O)c3ccc(C)cc3C)[nH]2)c1 (stereo unspecified) | -5 | -14 | 6 | 2 | 1 | 1 | 0.0 | 9
COc1ccc(-c2ccc(-c3nc4ccc(C)cn4c3NC3CCCCC3)cc2OC)cc1 | 4 | 17&2 | 5 | 0 | 1&3 | -23&1 | 0.0&-0.2 | -8
COc1ccc(NC(=O)c2ccccc2C(=O)N2CCCCC2)cc1 | x | 13 | 11 | -6 | -2 | -4 | 0.5 | 10
COc1ccc(S(=O)(=O)N(CC(=O)N2CCOCC2)Cc2ccccc2)cc1C | x | 10 | 3 | 1 | x | x | x | 3
COc1ccc(C(=O)Nc2sc3c(c2C#N)CCN(C(C)=O)C3)cc1 | -6 | -22 | -17 | -1 | 6 | -2 | 0.2 | -7
CC(=O)c1ccc(N(CC(=O)Nc2cc(C)on2)S(=O)(=O)c2ccc(C)cc2)cc1 | 10 | -1 | 8 | -1 | -2 | -6 | 0.0 | 0

Brought forward from above: four entries, followed by the next part.
SMILES | SIRT5 inh | LGR2 inh | Statin myotox sup | Cneo AK release | ERAP1 inh | S100A4 inh HTS | XiGFP reactiv | PGC1a acetyl inh
COc1ccc(NC(=O)c2ccccc2C(=O)N2CCCCC2)cc1 | x | 13 | 11 | -6 | -2 | -4 | 0.5 | 10
COc1ccc(S(=O)(=O)N(CC(=O)N2CCOCC2)Cc2ccccc2)cc1C | x | 10 | 3 | 1 | x | x | x | 3
COc1ccc(C(=O)Nc2sc3c(c2C#N)CCN(C(C)=O)C3)cc1 | -6 | -22 | -17 | -1 | 6 | -2 | 0.2 | -7
CC(=O)c1ccc(N(CC(=O)Nc2cc(C)on2)S(=O)(=O)c2ccc(C)cc2)cc1 | 10 | -1 | 8 | -1 | -2 | -6 | 0.0 | 0
COc1cc(/C=N/Nc2nc3ccccc3[nH]2)cc(Br)c1OCC(=O)N(C)C | 9 | 5 | -12 | 3 | -12 | 11 | 0.1 | 9
CCNS(=O)(=O)c1ccc(CCC(=O)N2CCOCC2)cc1 | -2 | 4 | -2 | -3 | 7 | -2 | 0.0 | -4
CCCC(=O)Nc1ccc2c(c1)OC[C@@H](C)N(Cc1ccccc1)C[C@@H](C)[C@H](OC)CN(C)C2=O | -1 | 1 | 19 | 1 | 3 | -12 | 0.1 | 4
Cc1ccc(C)c(N2CCN(C(=O)C3CCCN(S(=O)(=O)c4cnc[nH]4)C3)CC2)c1 (stereo unspecified) | x | -3 | -11 | 0 | x | -2 | 3.1 | 0
CCN(Cc1nc2ccccc2c(=O)[nH]1)C(=O)c1cc2c(s1)CCCCC2 | -5 | -13 | -1 | -1 | 1 | -13 | 0.1 | -5
O=C(C[C@H]1CC[C@@H]2[C@H](COC[C@@H](O)CN2Cc2cc(F)ccc2F)O1)N[C@H]1CCN(Cc2ccccc2)C1 | -5 | -7 | 33 | 0 | 3 | 0 | 0.0 | -5
COc1cc(C)c(C2NC(=O)c3ccccc3N2)cc1C (stereo unspecified) | x | 29 | x | x | -1 | 0 | 0.1 | 7
CC(=O)c1ccc(NC(=O)C2CCN(S(=O)(=O)c3cccc4nonc34)CC2)cc1 | -3 | 5 | -11 | -3 | -1 | -4 | 0.3 | 8
COc1ccc(C(=O)/C=C/C(=O)N(CC(=O)NCCC(C)C)Cc2cccs2)c(O)c1 | -1 | 5 | x | x | 3 | 5 | -0.7 | x
COCCNC(=O)CSc1nc(N)c(NC(=O)c2ccco2)c(=O)[nH]1 | -1 | 15 | 1 | 0 | -8 | -6 | 0.2 | -1
Cc1cc(Br)cn2c(Cc3cccc(Cl)c3)c(-c3ccco3)nc12 | -1 | 14 | x | x | x | -12 | 0.1 | x
Cc1ccc(C)c(Oc2coc3cc(O)ccc3c2=O)c1 | -3 | 9 | 9 | -1 | -6 | -10 | 0.0 | 5
CC(=O)Nc1ccc(NC(=O)c2ccc([N+](=O)[O-])cc2Cl)cc1 | 3 | 2 | x | -2 | 13 | -3 | -0.1 | x
CCCC(=O)Nc1ccc2c(c1)C(=O)N(C)C[C@@H](OC)[C@H](C)CN(Cc1ccccc1F)[C@H](C)CO2 | -7 | -10 | 15 | 3 | 4 | 58 | 0.4 | 8
COc1ccc(NC(=S)N(CCC(C)C)C2CCN(C(C)=O)CC2)cc1 | -1 | -1 | 3 | 0 | 5 | 0 | 0.0 | x
O=C(Cc1cccc(NC(=O)C2CCCN(C(=O)C3CCCCC3)C2)c1)Nc1ccc(C(=O)N2CCOCC2)cc1 (stereo unspecified) | 3 | 10 | 1 | -1 | -2 | 34 | 0.0 | 4
O=C(CCC(=O)N1CCN(c2cccc(Cl)c2)CC1)N1CCN(c2ccccc2)CC1 | -5 | -2 | 13 | 0 | -4 | 0 | 0.4 | x
COc1ccc(CN2CC(C(=O)NCC3CCCO3)CC2=O)cc1 (stereo unspecified) | x | 6 | -4 | -3 | x | x | x | -13
CC(C)c1cc(C(=O)O)c2cnn(C(C)C)c2n1 | -3 | -16 | x | 0 | -1 | -16 | -0.1 | -4
COc1ccc2c3c([nH]c2c1)[C@H](CO)N(C(=O)CN1CCOCC1)CC31CN(CC2CCCC2)C1 | -1 | 5 | x | x | -2 | 18 | 0.0 | x
COc1ccc(CN2C(=O)C(CC(=O)NC3CCCC3)CC(C(=O)N(C)C)=C2C)cc1 (stereo unspecified) | 2 | 3 | -8 | 0 | x | -23 | 0.1 | -8
O=S(=O)(Nc1ccc(Br)cc1)c1cccc2cccnc12 | -1 | -2 | x | x | -1 | -1 | 0.2 | x
C[C@@H]1CCCCO[C@H](CN(C)Cc2ccncc2)[C@H](C)CN([C@@H](C)CO)C(=O)c2cc(NS(=O)(=O)c3cn(C)cn3)ccc2O1 | -2 | 7 | x | 0 | -1 | 13 | 0.0 | 1
Cc1cc(OC(F)F)ccc1NC(=S)NC1CCCC1 | -1 | 6 | 10 | 1 | 1 | -6 | 0.0 | x
C[C@H](CO)N1C[C@H](C)[C@@H](CN(C)C(=O)Nc2ccccc2F)Oc2cc(-c3ccccc3)ccc2S1(=O)=O | -2 | -14 | -9 | 3 | 1 | -11 | 0.3 | 10
NS(=O)(=O)c1cccc(NC(=O)CSc2n[nH]c(-c3cccs3)n2)c1 | -1 | 6 | -1 | 0 | -3 | -1 | 0.2 | 13
C=CCN1CCN(C(=O)c2ccc(-c3ccccc3)cc2)CC1 | 1 | x | -3 | 1 | 0 | -3 | 0.2 | x
Cc1c(Cl)cccc1NC(=O)COC(=O)CN1C(=O)NC(C)(C)C1=O | 1 | 8 | x | 4 | -2 | 6 | 0.0 | 6
O=C(C[C@H]1C[C@@H]2c3cc(NC(=O)C4CCC4)ccc3O[C@@H]2[C@@H](CO)O1)NCc1ccccc1 | -4 | 3 | -1 | -3 | 3 | 7 | 0.3 | -1
CCCc1cc(=O)[nH]c(SCc2ccc(F)cc2)n1 | -4 | -11 | x | x | -4 | -11 | -0.1 | 1
C[C@@H]1CN([C@@H](C)CO)S(=O)(=O)c2ccc(C#CC3CC3)cc2O[C@H]1CN(C)C(=O)c1ccccc1 | 9 | 9 | -59 | 1 | 2 | -9 | -1.3 | -6
CCCCCCC1C(C#N)=C(N)OC2=C1C(=O)CCC2 (stereo unspecified) | -3 | -1 | -4 | 0 | -2 | -10 | 0.2 | -8
O=S(=O)(CCSc1ccccn1)c1nc2ccccc2s1 | 0 | 39 | 2 | -1 | 0 | 6 | x | 10
COC(=O)[C@@H]1[C@@H](CO)[C@@H]2Cn3c(ccc(-c4cccc(F)c4)c3=O)[C@@H]2N1Cc1ccccn1 | -7 | -1 | -40 | 2 | -9 | 8 | 0.4 | x
COc1ccccc1NC(=O)NNC(=O)CCc1ccccc1 | -4 | -9 | x | 0 | 1 | -3 | 0.1 | -5
CCN1CCCc2cc(CN(CCN3CCOCC3)C(=S)Nc3ccccc3C)ccc21 | -2 | 9 | x | x | 0 | -2 | 0.0 | 6
CCOC(=O)c1ccc(NC(=O)CCn2c(=O)oc3ccccc32)cc1 | 3 | -3 | 0 | 0 | 4 | 2 | 0.2 | -3
O=C(OCc1ccc([N+](=O)[O-])cc1)C1CC(=O)N(Cc2ccccc2Cl)C1 (stereo unspecified) | 1 | 8 | 2 | 1 | -3 | -6 | 0.1 | 13
COc1cccc(-c2cccc(-c3nc(C(=O)O)cc4c3[C@H](CCO)N(S(=O)C(C)(C)C)C4)c2)c1 (stereo partly specified) | 10 | -2 | x | -15 | -5 | -8 | 0.1 | 15
Cc1cccc(C(=O)NCC(=O)Nc2ccncc2)c1 | -1 | 14 | 2 | 0 | 0 | 8 | 0.0 | x
CC(C)C[C@@H]1COc2cc(N3CCC[C@H]3CO)ccc2S(=O)(=O)N1 | -4 | -26 | x | x | x | -8 | 0.0 | x
